Bioassay records: PubChem BioAssay, several laboratories
LEDGF integ inh = blocks HIV-1 LEDGF/p75-dependent DNA integration; TR-FRET IN-LEDGF/p75 DNA integration, Eu/Cy5; hit rate 0.64% among 370,000; inhibition, % at 3.7 µM;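 active means inhibition above the screen-wide mean plus 3 SD, cut at about 13% in these data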;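 further: signal is the Cy5 over europium emission ratio at 671 and 618 nm; 0% = plate median of compound wells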
PRMT1 inh = inhibitors of human PRMT1 | recombinant PRMT1, activity-based probe fluorescence polarization | inhibition, % at 2.79 µM | hit rate 1.3% among 370,000 | AID 652257 | Q99873;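 active means inhibition above about 21% made by adding two undisclosed values, limit read from the data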
Rev-erbA mod = Rev-erb alpha (human) modulation | P20393 | AID 1259318 | activity, % at 10 µM | Rev-erbα–FITC-DNA binding, fluorescence polarization, 90 min | hit rate 0.79% among 370,000;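 active means activity above about 14%, limit read from the data; passing the limit was not always enough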;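 further: 0% = DMSO wells with 35 nM protein and 100% = DMSO wells with 750 nM protein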
Target sequence (P20393 whole entry, looked up): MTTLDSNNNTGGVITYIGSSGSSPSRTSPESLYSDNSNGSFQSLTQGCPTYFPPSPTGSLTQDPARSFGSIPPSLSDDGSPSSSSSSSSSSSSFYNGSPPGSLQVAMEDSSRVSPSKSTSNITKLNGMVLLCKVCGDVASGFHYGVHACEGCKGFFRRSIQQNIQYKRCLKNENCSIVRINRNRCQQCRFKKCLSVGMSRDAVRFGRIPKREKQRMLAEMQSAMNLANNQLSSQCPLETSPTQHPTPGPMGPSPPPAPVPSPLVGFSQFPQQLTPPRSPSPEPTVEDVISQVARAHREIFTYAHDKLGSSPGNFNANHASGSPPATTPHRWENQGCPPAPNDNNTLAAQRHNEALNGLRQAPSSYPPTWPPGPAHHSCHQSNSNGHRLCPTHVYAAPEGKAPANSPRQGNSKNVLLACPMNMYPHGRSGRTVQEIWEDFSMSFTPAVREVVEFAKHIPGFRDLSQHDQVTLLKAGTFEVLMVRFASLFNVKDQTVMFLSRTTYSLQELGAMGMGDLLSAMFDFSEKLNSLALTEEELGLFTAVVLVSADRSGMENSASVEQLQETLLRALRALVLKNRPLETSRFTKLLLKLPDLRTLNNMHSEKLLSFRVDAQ
PG9 Ab binder = small molecules binding HIV-1 gp120 antibody PG9; AID 624416; TR-FRET gp120-PG9 antibody binding; hit rate 0.43% among 360,000; inhibition, % at 6.7 µM; in the data active means inhibition above about 8.5%
mABHD4 FP = inhibitors of mouse ABHD4 | hit rate 0.54% among 370,000 | inhibition, % at 8.92 µM | purified mABHD4, FP-Rh probe fluorescence polarization;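 active means inhibition exceeding the mean over every tested compound plus 3 SD, cut at about 30% in these data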;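 further: 0% = plate median of compound wells and 100% = S159A mutant with DMSO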
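Material: mouse ABHD4 enzyme, wild type; Benchmarks: S159A mutant high control, sample median low control; Buffer or medium: HEPES pH 7.0, NaCl, Pluronic buffer; Signal: fluorescence polarization; Read-out: percent inhibition of probe binding, normalized to plate controls; Timing: pre-incubation 45 min, probe exposure 60 min, at 25 °C; Dosing: 8.92 µM, single dose.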
SIAE inh = human SIAE inhibition, primary screen | Q9HAT2 | SIAE FP-Rh probe binding, fluorescence polarization | inhibition, % at 9.66 µM | hit rate 0.69% among 370,000 | AID 1053197;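 active means inhibition above a cutoff: mean of compounds within the control limits plus 3 SD of those, cut at about 17% in these data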;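 further: 0% = plate median of compound wells and 100% = probe without SIAE protein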
rCAG RNA binder = r(CAG) repeat RNA binding | TO-PRO-1 dye displacement fluorescence | inhibition, % at 3 µM | hit rate 1.3% among 370,000;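 active means inhibition above the plate cutoff, the mean of all test compounds on that plate plus 3 SD, cut at about 35% in these data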;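 further: 0% = DMSO alone and 100% = 100 µM mitoxantrone as full dye displacement; higher means more dye released from RNA so lower well fluorescence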
TCR-CD3 inh = human TCR-CD3 binding inhibition. TAMRA-labeled TCR probe fluorescence, biochemical. hit rate 0.37% among 360,000. inhibition, % at 9.4 µM. AID 651800; in the data active means inhibition above about 19%;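 further: recombinant mutant TCR 2C K166C tagged with TAMRA read by polarization; 0% = receptor in buffer alone and 100% = receptor with positive control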
TDP2 absorb = TDP2 (human) inhibition, absorbance primary screen; hit rate 0.34% among 370,000; recombinant TDP2, T5PNP hydrolysis, p-nitrophenol absorbance 415 nm; O95551; inhibition, % at 12.8 µM;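 active means inhibition above the mean of all tested compounds plus 3 SD, set per campaign, cut at about 25% in these data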;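 further: 0% = DMSO with enzyme and 100% = buffer with substrate but no TDP2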
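Assay system: recombinant human TDP2 / Reagent: T5PNP substrate at 5 mM, a TopII-DNA adduct mimic / Measured by: epi absorbance from released p-nitrophenol / Evaluation: % inhibition relative to enzyme-containing and enzyme-free wells / Control set: enzyme-free and DMSO wells / Replicates: each compound tested once, singlicate / Schedule: enzyme reaction with compound for 2 h at 37 °C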
HTRA1 inhibitor = HTRA1 (human) protease inhibition; Q92743; recombinant HTRA1, FP-rhodamine activity-based probe, fluorescence polarization; inhibition, % at 5.96 µM; hit rate 0.5% among 340,000; in the data active means inhibition above about 36%;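 further: 0% = enzyme with DMSO and 100% = wells lacking enzyme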
An asterisk follows results filed as active; x = not tested or not shown. Some of the compounds tested, so the mix of outcomes need not match the whole.

Value order – LEDGF integ inh	PRMT1 inh	Rev-erbA mod	PG9 Ab binder	mABHD4 FP	SIAE inh	rCAG RNA binder	TCR-CD3 inh	TDP2 absorb	HTRA1 inhibitor
> O=C(NCc1ccc(F)cc1)c1cc(C2CCCCN2C(=O)CCc2ccccc2)on1 (stereo unspecified)
 : -1	1	2	0.2	1	-2	1	-3	5	x
> CCCC(=O)Nc1cccc(NC(=O)c2ccccc2Br)c1
 : -1	1	2	2.4	-8	-2	-2	-3	1	2
> NC(=O)C1CCN(C(=O)C23CC4CC(CC(C4)C2)C3)CC1
 : 3	-1	0	-0.2	-2	-4	-2	2	-1	1
> CN(C(=O)CCNC(=O)Cn1cnc2ccccc2c1=O)c1ccc(F)cc1
 : 4	-4	1	-1.1	-8	-1	-5	0	0	0
> CC(C)CNC(=O)c1cccc(NC(=O)CSc2ccc(Cl)cc2)c1
 : -2	0	0	-1.2	-3	-4	-4	3	-5	-17
> CC(C)NC(=O)NC1C2CC3CC(C2)CC1C3 (stereo unspecified)
 : 1	-5	-1	-0.6	-6	5	-1	-2	-2	4
> Cc1cc(OCC(=O)NC(C)C)ccc1Cl
 : -1	2	1	-3.0	-5	0	-3	-5	-9	-1
> CC1C(=O)CCN(C(C)C)C1C (stereo unspecified)
 : -1	-3	-1	2.1	0	-1	3	5	-2	-5
> COC(=O)[C@@H](NCc1cccc(CN[C@H](C(=O)OC)C(C)C)c1)C(C)C
 : -2	1	-4	-1.3	7	5	-13	-4	-1	6
> CC1CCC(NC(=O)Cn2ncc3ccccc32)CC1 (stereo unspecified)
 : 3	-5	1	-1.0	-1	-4	2	-3	11	-7
> CCOC(=O)C(CC)n1cnc2c(nnn2-c2ccc(C)cc2)c1=O (stereo unspecified)
 : 4	-1	0	-2.7	-7	-8	2	-10	-25	0
> CN(C)S(=O)(=O)Nc1ccccc1F
 : 9	-5	4	1.4	1	-3	0	2	-7	0
> C=C(C)[C@@H]1C2=CC(C(=O)OC)=C(C[C@H](C(=C)C)[C@H]3O[C@H]3C3=C[C@H]1OC3=O)O2
 : -3	8	1	-1.2	3	10	-2	-2	-3	x
> CCN(CC)CC(=O)n1c2c(c3ccccc31)CCCC2
 : 1	-2	3	0.5	-3	7	-3	-4	7	-3
> COc1ccc(S(=O)(=O)N2CCC(O)(c3ccc4c(c3)OCO4)CC2)cc1
 : -5	-1	0	-0.2	-3	-3	-1	-4	9	-8
> CCOC(=O)Cc1csc(NC(=O)c2ccc3ccccc3n2)n1
 : -5	2	1	-1.9	-1	2	1	-5	-1	-29
> CC1(C(=O)NCc2ccc3c(c2)OCO3)CCN1C(=O)CCc1ccc(Cl)cc1Cl (stereo unspecified)
 : 6	-2	5	0.3	-4	-1	1	3	-14	x
> CCOC(=O)N1N=C(c2ccccc2)CC1(O)C(F)(F)F (stereo unspecified)
 : 2	-1	-2	-1.8	0	-4	0	3	2	1
> COc1ccccc1OCCC(=O)OCC(=O)NCc1ccccc1
 : -3	0	8	-0.3	-7	3	-7	-1	-3	4
> c1ccc2c(c1)CCCN2Cc1nnc2n1CCCCC2
 : -4	16	2	-1.5	2	-9	-3	6	7	6
> Cc1ccc(OCC(=O)Nc2cccc(C)n2)c(C)c1
 : 0	-1	-5	-1.2	-7	-1	0	-7	1	-4
> O=C(C1COc2ccccc2O1)N1CCOCC1 (stereo unspecified)
 : -7	0	0	1.2	7	-5	-1	-6	-10	6
> Cc1cc(C)nc(-n2nc(C)cc2NC(=O)CNC2CCCCC2)n1
 : -3	-1	8	0.2	-1	4	-9	-2	0	6
> O=c1[nH]c(-c2ccccc2)nnc1-c1ccccc1
 : 0	0	-4	-1.1	-1	4	-1	-4	12	1
> C=C(C)C(=O)NC1=NN(c2ccccc2)C(=O)C1
 : 6	1	-7	-2.9	21	-1	3	2	11	2
> Cc1ccc(-n2c(Cc3cccs3)nnc2SCC(=O)Nc2ccc(OCc3ccccc3)cc2)cc1
 : -2	0	-6	x	-22	-8	7	x	1	x
> COc1ccc(-n2c(=S)[nH]c3cc(C(=O)O)ccc3c2=O)cc1
 : 1	2	-3	-1.9	0	0	1	2	-5	9
> Cc1cc(N2CCOCC2)n2nc(C(F)(F)F)c(-c3ccccc3)c2n1
 : -4	5	28*	-0.2	-8	-3	1	-2	-1	3
> COCCN(C(=O)CCC(=O)Nc1cccnc1)C(C(=O)NC1CCCCC1)c1ccccc1 (stereo unspecified)
 : 0	2	0	1.8	7	9	-8	-5	3	5
> CCc1nc2c(OCc3ccccc3C(=O)OC)cccn2c1N(C)C(=O)c1cccc(OC)c1
 : -1	-3	-4	-1.7	2	2	2	1	0	x

Single records, from the list above. Values in the order: LEDGF integ inh	PRMT1 inh	Rev-erbA mod	PG9 Ab binder	mABHD4 FP	SIAE inh	rCAG RNA binder	TCR-CD3 inh	TDP2 absorb	HTRA1 inhibitor
Results for `Cc1cc(N2CCOCC2)n2nc(C(F)(F)F)c(-c3ccccc3)c2n1` : -4	5	28*	-0.2	-8	-3	1	-2	-1	3
Results for `COc1ccc(-n2c(=S)[nH]c3cc(C(=O)O)ccc3c2=O)cc1` : 1	2	-3	-1.9	0	0	1	2	-5	9

2 compounds from above with just SIAE inh, mABHD4 FP and HTRA1 inhibitor:
smiles	SIAE inh	mABHD4 FP	HTRA1 inhibitor
CC1C(=O)CCN(C(C)C)C1C (stereo unspecified)	-1	0	-5
COC(=O)[C@@H](NCc1cccc(CN[C@H](C(=O)OC)C(C)C)c1)C(C)C	5	7	6

Remaining list, next part.
SMILES,LEDGF integ inh,PRMT1 inh,Rev-erbA mod,PG9 Ab binder,mABHD4 FP,SIAE inh,rCAG RNA binder,TCR-CD3 inh,TDP2 absorb,HTRA1 inhibitor
Nc1ccc2nn(-c3ccccc3)nc2c1,10,8,1,-1.1,6,19*,23,-4,27*,6
c1ccc(-c2nc(-n3ccnc3)nc(-n3ccnc3)n2)cc1,2,0,-5,-0.1,11,-6,1,0,2,-7
CCCCN1C(=O)/C(=C2\SC(N3CCCCC3)=NC2=O)c2ccccc21,2,9,9,-2.1,18,5,3,-10,-5,1
COc1ccc(Cn2cc(CN3[C@@H](C)COc4cc(Br)ccc4S3(=O)=O)nn2)cc1,-4,2,5,x,0,7,2,x,-10,x
COc1ccc(/C=C(\NC(=O)c2ccc(C)cc2)C(=O)N2CCCCC2)cc1,2,0,2,-2.4,-6,11,-7,5,-15,-5
COc1cccc(C(=O)NC(=S)Nc2ccc(N(C)C)cc2)c1,4,-1,2,-3.0,7,8,1,4,-1,-4
O=C(NCc1ccco1)c1cc(C(=O)C2CCCCC2)c[nH]1,1,0,2,-0.1,-6,-3,2,-5,-9,-1
O=C(Nc1ccccc1C(=O)N1CCN(Cc2ccccc2)CC1)c1ccccn1,4,0,-5,0.5,1,-1,-4,-5,10,-1
CNS(=O)(=O)c1cc(NC(=O)CCCNC(=O)c2ccc(Cl)cc2)ccc1C,0,-1,3,0.6,4,5,5,-2,5,-10
Cc1ccc(C(=O)OC2CCCN(C)C2)cc1 (stereo unspecified),-1,-1,6,0.8,8,5,-4,4,3,2
Cn1nc(C(=O)Nc2cccc(C(=O)NC3CC3)c2)c2ccccc2c1=O,2,-6,-7,-0.5,-2,2,-3,14,-12,2
COc1ccc(OC)c(NC(=O)CSc2ccc3ccccc3c2)c1,-2,1,5,-2.7,-8,6,0,3,5,-25
COCc1ccc(C(=O)N2CCCC(Nc3ccc(C(C)C)cc3)C2)s1 (stereo unspecified),-3,0,-5,-1.8,7,17,-10,5,-13,4
O=C(Nc1ccc2c(c1)OCCO2)c1cc(F)c(F)cc1Cl,0,2,1,0.8,-8,-1,-2,-11,-2,1
Cc1ccc(C(=O)Nc2nc(C(C)(C)C)cs2)s1,-6,-2,-1,1.2,10,-3,0,8,-9,-16
O=C(NC1CCCC1)c1cc2nc(-c3ccccc3)cc(-c3ccccc3)n2n1,4,-3,1,-0.7,-1,6,-1,3,-4,-10
Cc1cc(C(=O)OC2CCOC2=O)c2ccccc2n1 (stereo unspecified),4,0,3,-1.4,4,1,4,-1,-23,-1
O=C(CSc1nnc(-c2ccccc2O)o1)N1CCc2ccccc2C1,5,0,0,-2.5,-2,13,3,5,-21,5
O=C(COc1ccccc1[N+](=O)[O-])OCC(=O)c1ccc(Br)s1,3,6,4,4.7,-1,4,10,1,-5,-2
CN(C)C(CNC(=O)CCc1nc2ccccc2s1)c1ccccc1 (stereo unspecified),0,-2,-9,1.6,-1,6,-7,0,9,5
O=[N+]([O-])c1cccc(-c2nnnn2-c2cccc(F)c2)c1,-1,4,-2,-0.2,2,-3,-2,-9,-13,2
